ULK1 primary = human ULK1 kinase inhibition, primary screen. O75385. hit rate 1.9% among 30,000. AlphaScreen Atg13 phosphorylation by ULK1, luminescence. inhibition, % at 5.96 µM; in the data active = inhibition above about 43%;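 note: 0% = median of compound wells and 100% = no enzyme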
Target sequence (O75385 whole entry, looked up): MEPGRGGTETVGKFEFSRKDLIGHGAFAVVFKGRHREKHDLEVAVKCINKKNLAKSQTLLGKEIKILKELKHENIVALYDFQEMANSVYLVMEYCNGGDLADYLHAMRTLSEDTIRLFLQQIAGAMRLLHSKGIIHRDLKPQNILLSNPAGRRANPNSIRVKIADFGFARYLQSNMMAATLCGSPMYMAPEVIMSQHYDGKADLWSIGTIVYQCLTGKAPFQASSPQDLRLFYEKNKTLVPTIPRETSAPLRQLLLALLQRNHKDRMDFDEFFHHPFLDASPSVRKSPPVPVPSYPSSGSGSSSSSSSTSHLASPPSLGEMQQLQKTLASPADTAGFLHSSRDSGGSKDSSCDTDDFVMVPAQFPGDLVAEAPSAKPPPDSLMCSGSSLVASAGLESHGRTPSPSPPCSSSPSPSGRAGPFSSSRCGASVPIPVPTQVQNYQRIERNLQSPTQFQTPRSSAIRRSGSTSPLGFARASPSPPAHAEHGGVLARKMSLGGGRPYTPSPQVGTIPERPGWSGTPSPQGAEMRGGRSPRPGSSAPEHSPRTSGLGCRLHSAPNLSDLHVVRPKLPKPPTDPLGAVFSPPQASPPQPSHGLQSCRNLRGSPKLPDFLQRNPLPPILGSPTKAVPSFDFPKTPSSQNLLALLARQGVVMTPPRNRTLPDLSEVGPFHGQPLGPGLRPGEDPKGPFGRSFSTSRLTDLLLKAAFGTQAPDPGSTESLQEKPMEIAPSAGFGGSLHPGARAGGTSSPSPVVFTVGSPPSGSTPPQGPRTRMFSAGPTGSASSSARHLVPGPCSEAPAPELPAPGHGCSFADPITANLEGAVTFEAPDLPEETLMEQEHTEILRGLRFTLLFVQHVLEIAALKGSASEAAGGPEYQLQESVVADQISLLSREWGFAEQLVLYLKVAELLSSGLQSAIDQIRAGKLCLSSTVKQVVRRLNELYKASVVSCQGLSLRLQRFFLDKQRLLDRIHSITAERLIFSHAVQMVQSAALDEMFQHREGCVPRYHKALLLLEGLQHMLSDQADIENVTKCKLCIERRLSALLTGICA
ASK1 primary = inhibitors of human ASK1 kinase; Q99683; AlphaScreen MKK6 phosphorylation by ASK1, luminescence; inhibition, % at 7.44 µM; hit rate 0.99% among 22,000; AID 1159602; in the data active = inhibition above about 35%;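 note: 0% = median of compound wells and 100% = no enzyme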
Numbers without * were called inactive; x = not tested or not shown; & = joins results of further samples.

SMILES | ULK1 primary | ASK1 primary
N#Cc1cc(I)c(O)c([N+](=O)[O-])c1 | 4.7 | x
O=C(NCc1cccc(C(F)(F)F)c1)c1ccc2nc(Br)sc2c1 | -2.4 | -5.9
Nc1cccc(-c2nc3ccc(C(=O)Nc4ccc(Oc5ccccc5)cc4)cc3s2)c1 | -11.1 | 8.4
COc1ccc2c(c1)C[C@@H](C(=O)Nc1ccc(-c3cn[nH]c3C)cc1SCCN(C)C)NC2 | 10.0 | 0.3
CCN(CC)C(=O)C1CCCN(c2nc3ccc(C(=O)NC4CCN(Cc5ccccc5)CC4)cc3s2)C1 (centres undefined) | -6.8 | 4.0
Cc1onc(-c2ccccc2)c1C(=O)N[C@@H]1C(=O)N2[C@@H]1SC(C)(C)[C@@H]2C(=O)O | 7.6 | x
O=C(NC1CC1)c1ccc(-c2nc(NCc3cccc(C(F)(F)F)c3)c3ncn(Cc4ccc(C(F)(F)F)cc4)c3n2)cc1 | -8.7 | -2.7
Cc1cc(NCCO)nc(Nc2ccc(N3CCOCC3)cc2)n1 | -2.8 | -5.5
COc1ccc(-c2cc(-c3cn[nH]c3)ccc2NC(=O)NCc2cccc(OC)c2)cc1 | -24.5 | -9.1
O=C(NC1CCN(Cc2ccccc2)CC1)c1cccc(Nc2ccncc2)n1 | -1.4 | 1.0
Cc1nn(C)c(C)c1-c1cc(NCc2ccccc2)nc(N)n1 | 9.9 | -10.4
O=C(Nc1ccccc1)c1ccc2nc(NCCN3CCOCC3)sc2c1 | 2.5 | 4.7
O=C(Nc1ccc(N2CCOCC2)cc1)c1ccnc(N2CCc3ccccc3C2)c1 | 10.8 | 19.3
Cc1cnc(NCCCN2CCCC2=O)nc1NCc1nc2ccccc2[nH]1 | 15.8 | 13.2
CC(C)n1cnc2c(NC3CC3)nc(N3CCOCC3)nc21 | 17.3 | 5.8
O=C1CCCN1CCCNc1nc(Nc2ncccn2)nc2c1ncn2-c1ccccc1 | 5.8 | 0.6
O=C1CCCN1CCn1cnc2c(Nc3ccc4c(c3)OCO4)nc(Nc3ccncn3)nc21 | 2.9 | 1.5
c1ccc(CNc2nc(Nc3cccnc3)nc3c2ncn3-c2ccccc2)cc1 | 0.5 | 8.4
Cc1cc(NC2CC2)nc(Nc2ncccn2)n1 | 2.7 | 5.2
O=C1CCCN1CCn1cnc2c(NCc3nc4ccccc4[nH]3)nc(Nc3ccccc3)nc21 | 6.2 | 4.3
COc1cc(NC(=O)C/C(C)=N/NC(=O)C23CC4CC(CC(C4)C2)C3)c(OC)cc1Cl | 0.5 | x
N[C@@H](C(=O)Nc1cc(F)c(-c2cn[nH]c2)cc1N1CCOCC1)c1ccc(F)cc1 | 1.1 | 14.2
Cc1nn(C)c(C)c1-c1cccc(C(=O)NCc2ccccc2)n1 | -3.1 | -3.1
Cc1cnc(N2CCC(N3CCOCC3)CC2)nc1NCCN1CCOCC1 | 7.9 | -6.2
O=C(NCc1cccc(C(F)(F)F)c1)c1csc(Nc2nccc3ccccc23)n1 | -5.3 | -18.0
c1cc(-c2nc(NCCCN3CCOCC3)c3ccncc3n2)ccn1 | 3.9 | -6.7
Cc1cc(NC2CCN(Cc3ccccc3)CC2)nc(Nc2ccccc2)n1 | -13.7 | 12.7
CCS(=O)(=O)n1cc(NC(=O)C2CC(c3ccccc3O)=NO2)cn1 (centres undefined) | -6.8 | -10.1
C[C@H](O)C(=O)N[C@@H]1CCN(C(=O)c2cnccc2Nc2ccc(Cl)c(F)c2)C1 | -13.0 | -21.7
O=C1CCCN1CCn1cnc2c(NCCO)nc(Nc3ccc(C(F)(F)F)cc3)nc21 | -14.3 | -7.2
COc1cc(Nc2cc(NC3CCN(Cc4ccccc4)CC3)nc(N)n2)cc(OC)c1OC | 0.4&7.3 | 13.3&4.9
COc1ccc([C@@H]2CN(S(C)(=O)=O)C[C@H]2c2nc3ccc(-c4cn[nH]c4)cc3[nH]2)cc1 | -7.5 | -6.6
CN1C(=O)NC2(CCN(CC(=O)N3CCc4ccccc43)CC2)C1=O | 4.1 | x
CC(C)N(CCNc1nc(NC2CCC(O)CC2)nc2c1ncn2C1CCCCC1)C(C)C (centres undefined) | -6.0 | -16.4
Cc1nn(C)c(C)c1-c1nc(NCc2cccnc2)c2ncn(C(C)C)c2n1 | 6.9 | -1.1
Cc1cnc(Nc2cccc(N(C)C)c2)nc1NCCc1ccc(O)cc1 | 9.6 | 23.9
CCCNc1nc(N2CCOCC2)nc2c1ncn2-c1ccccc1 | -5.1 | 17.7
COc1ccc(-c2nc(NCCN3CCOCC3)c3ncn(C4CCCCC4)c3n2)cn1 | -14.2 | -1.6
C/C(Cl)=C/Cn1c(SCC(C)O)nc2c1c(=O)[nH]c(=O)n2C (centres undefined) | -16.1 | x
CC(C)n1cnc2c(NCCN3CCOCC3)nc(Nc3ccc(N4CCOCC4)cc3)nc21 | 2.7 | -28.2
CCCNc1cc(Nc2ccnn2C)ncn1 | -5.7 | -12.6
CCCNc1nccc(-c2c(-c3ccc(F)cc3)nc3n2[C@@H](CO)C[C@H]3C)n1 | -17.9 | -5.2
CCOC(=O)c1ccc(NC(=O)Cn2c(-n3nc(C)cc3C)nc(C)c(CC)c2=O)cc1 | -5.5 | x
COc1ccc(N2CCn3c(SCc4cccc(Cl)c4)nnc32)cc1 | 12.9 | x
c1ccc(-n2cnc3c(NCc4cccnc4)nc(NCCN4CCOCC4)nc32)cc1 | 0.1 | 8.4
Cc1cc(NCCO)nc(Nc2ccc(-n3ccnc3)cc2)n1 | 3.6 | -5.2
O=C(Cc1cn(-c2ccc(NCCCN3CCCC3=O)nn2)c2ccccc12)NCCOc1ccccc1 | -9.4 | -0.8
c1ccc2[nH]c(CNc3ncnc4nc(Nc5cnccn5)[nH]c34)nc2c1 | 7.4 | -2.6
COc1ccc2c(c1)CC(C(=O)Nc1ccc(-c3cn[nH]c3)cc1OCC(=O)N1CCCC1)CO2 (centres undefined) | -20.0 | -7.5
NC(=O)c1cccc(Nc2nccc(-c3cccc(Nc4ccccc4)c3)n2)c1 | -40.1 | 16.0

(further entries)
SMILES | ULK1 primary | ASK1 primary
Nc1[nH]ncc1-c1ccc(NC(=O)C2COc3ccc(F)cc3C2)cc1 (centres undefined) | -0.1 | 1.6
COc1ccc(CCNC(=O)c2cccc(Nc3cccc(N(C)C)c3)n2)cc1 | 9.6 | 17.4
CCN1CCN(c2cc(C#N)cc(-c3ccnc(Nc4ccc(N5CCOCC5)cc4)n3)c2)CC1 | 52.9* | -31.6
CC(C)N(CCNc1ncnc2nc(-c3ccc(C(N)=O)cc3)[nH]c12)C(C)C | 6.4 | 5.0
FC(F)(F)c1ccc(Cn2cnc3c(NCCOc4ccccc4)nc(-c4ccc(N5CCOCC5)nc4)nc32)cc1 | -10.1 | 23.4
N#Cc1cc(-c2ccnc(Nc3ccc(-c4nn[nH]n4)cc3)n2)cc(N2CCOCC2)c1 | -3.7 | 5.9
Clc1cc(NCCN2CCOCC2)ncn1 | 3.1 | -13.2
Cc1ncc2c(NCC3CCCO3)nc3ccccc3n12 (centres undefined) | 9.9 | x
O=C(NCc1ccccc1)c1cncc(-c2ccccc2)c1 | -19.5 | -10.4
Cc1cc(Nc2ccccc2)nc(-c2ccccc2)n1 | -9.7 | -7.8
COc1ccc(CCNc2nc(N3CCCC3CO)nc3c2ncn3-c2ccccc2)cc1 (centres undefined) | -16.0 | 7.7
Oc1ccc(CCNc2nc(Nc3ncccn3)nc3nc[nH]c23)cc1 | 8.0 | -6.0
CC(=O)Nc1ccc(Nc2cc(Nc3ccc(-n4ccnc4)cc3)ncn2)cc1 | 9.5 | 7.7
Nc1ncnc2nc(N3CCc4ccccc4C3)[nH]c12 | 19.0 | -5.8
Cc1[nH]ncc1-c1ccc(NC(=O)C2COc3ccc(F)cc3C2)c(SCCC(=O)N(C)C)c1 (centres undefined) | 15.1 | -14.4
COc1ccc(-c2nc3ncnc(N)c3[nH]2)cn1 | -5.8 | -1.6
COc1ccc2c(c1)CC(C(=O)Nc1ccc(-c3cn[nH]c3C)cc1OCC(=O)O)CO2 (centres undefined) | 12.1 | -24.5
O=C(NCCCN1CCCC1=O)C1CCN(c2ccc(Nc3ccncn3)nn2)CC1 | 3.6 | -9.4
COc1ccc(-c2cc(NCCc3ccc(O)cc3)ncn2)cc1 | -18.7 | -5.3
COc1ccc(-c2nc3ncnc(Nc4ccc(N5CCOCC5)cc4)c3[nH]2)cc1 | 7.3 | 18.5
O=C(NC1CCN(Cc2ccccc2)CC1)c1ccc2nc(Nc3ccc(N4CCOCC4)cc3)sc2c1 | 14.7 | 4.2
O=C(NCc1cccc(C(F)(F)F)c1)c1ccc2nc(Oc3ccccc3)sc2c1 | -3.3 | 3.1
Nc1nc(Nc2ccccc2)cc(-c2cccs2)n1 | -2.5 | -16.1
Cc1cncc2cccc(NC3CCCN(C(=O)[C@H](C)O)C3)c12 (some centres undefined) | 26.8 | -4.2
OC1CCC(Nc2nc(NCc3cccc(C(F)(F)F)c3)c3ncn(C4CCCCC4)c3n2)CC1 (centres undefined) | -2.5 | -4.7
O=C(NCc1cccnc1)c1cccc(NCc2cccnc2)n1 | -17.9 | -16.9
COc1cc2nc(-c3csc4ccccc34)nc(Nc3ccc(N4CCOCC4)cc3)c2cc1OC | -28.2 | 28.9
FC(F)(F)c1cccc(CNc2ncnc3nc(-c4ccc(N5CCOCC5)nc4)[nH]c23)c1 | -2.8 | 9.0
COc1cc(Nc2ccnc(Nc3ccc(C(F)(F)F)cc3)n2)cc(OC)c1OC | -24.9 | 0.9
Cc1cccc(NC(=O)/C=C/c2ccccc2)c1N1CCC2(CC1)OCCO2 | -7.2 | 6.1
O=C(NCCc1ccc(O)cc1)C1CCN(c2ccc(N3CCCC3CO)nn2)CC1 (centres undefined) | 11.7 | -10.0
COc1ccc(-c2cc(Nc3ccc(NC(C)=O)cc3)ncn2)cc1 | -3.4 | 3.0
O=C(NCc1ccccc1)c1cnc(NCc2ccc3c(c2)OCO3)s1 | 6.5 | -19.1
COc1ccc(C2(CNC(=O)c3cc([N+](=O)[O-])cc([N+](=O)[O-])c3)CCOCC2)cc1OC | 9.2 | x
Cc1noc(C)c1-c1nc(N)c2[nH]cnc2n1 | -0.1 | -10.7
O=C(c1ccc(-c2cnn(-c3ccccc3)c2)nc1)N1CCc2ccccc2C1 | -21.8 | x
COc1cccc(CNC(=O)c2cn3ccc(-c4cn[nH]c4)cc3n2)c1 | 5.1 | 5.9
FC(F)(F)c1cccc(CNc2cc(-c3ccccc3)ncn2)c1 | -12.4&-52.5 | -26.2&-1.2
CNC(=O)c1c(I)c(NC(C)=O)c(I)c(C(=O)O)c1I | 0.3 | x
NC(=O)c1cccc(Nc2nccc(-c3ccccc3)n2)c1 | 1.9 | 9.2

An excerpt from above in order of molecular weight, low to high:
SMILES | ULK1 primary | ASK1 primary
NC(=O)c1cccc(Nc2nccc(-c3ccccc3)n2)c1 | 1.9 | 9.2
Cc1cncc2cccc(NC3CCCN(C(=O)[C@H](C)O)C3)c12 (some centres undefined) | 26.8 | -4.2
O=C(NCc1cccnc1)c1cccc(NCc2cccnc2)n1 | -17.9 | -16.9
FC(F)(F)c1cccc(CNc2cc(-c3ccccc3)ncn2)c1 | -12.4&-52.5 | -26.2&-1.2
COc1ccc(-c2cc(Nc3ccc(NC(C)=O)cc3)ncn2)cc1 | -3.4 | 3.0
COc1cccc(CNC(=O)c2cn3ccc(-c4cn[nH]c4)cc3n2)c1 | 5.1 | 5.9
O=C(NCc1ccccc1)c1cnc(NCc2ccc3c(c2)OCO3)s1 | 6.5 | -19.1
O=C(c1ccc(-c2cnn(-c3ccccc3)c2)nc1)N1CCc2ccccc2C1 | -21.8 | x
COc1cc(Nc2ccnc(Nc3ccc(C(F)(F)F)cc3)n2)cc(OC)c1OC | -24.9 | 0.9
O=C(NCCc1ccc(O)cc1)C1CCN(c2ccc(N3CCCC3CO)nn2)CC1 (centres undefined) | 11.7 | -10.0
COc1ccc(C2(CNC(=O)c3cc([N+](=O)[O-])cc([N+](=O)[O-])c3)CCOCC2)cc1OC | 9.2 | x
FC(F)(F)c1cccc(CNc2ncnc3nc(-c4ccc(N5CCOCC5)nc4)[nH]c23)c1 | -2.8 | 9.0
COc1cc2nc(-c3csc4ccccc34)nc(Nc3ccc(N4CCOCC4)cc3)c2cc1OC | -28.2 | 28.9
CNC(=O)c1c(I)c(NC(C)=O)c(I)c(C(=O)O)c1I | 0.3 | x

(listing goes on)
SMILES | ULK1 primary | ASK1 primary
COc1cc(Nc2cc(Nc3ccccc3)nc(N)n2)cc(OC)c1OC | -18.8 | -10.7
COC(=O)/C(=C\c1ccc(Cl)cc1)NC(=O)c1ccccc1 | 4.4 | x
CCN(CC)c1cc(OC)c(/C=N/NC(=O)c2ccco2)cc1Br | 10.7 | x
CC(=O)c1cccc(-c2nc(NCc3nc4ccccc4[nH]3)c3ncn(C(C)C)c3n2)c1 | 18.7 | 3.9
c1cncc(CNc2nc(N3CCOCC3)nc3c2ncn3-c2ccsc2)c1 | -15.0 | -13.0
NC12CC3CC(CC(C3)C1)C2 | 0.8 | x
CN1CCC(CN2c3ccccc3Sc3ccccc32)C1 (centres undefined) | 1.2 | x
c1cc2c(cc1CNc1nc(Nc3ccc(N4CCOCC4)cc3)c3ncn(C4CCCCC4)c3n1)OCO2 | 56.2* | -13.0
OC[C@H]1O[C@@H](O[C@@H]2[C@@H](CO)O[C@](O)(CO)[C@H]2O)[C@H](O)[C@@H](O)[C@H]1O | -3.6 | x
c1ccc(CNc2ccnc(Nc3nccc4ccccc34)n2)cc1 | -18.5 | -38.5
O=C(Cc1ccccc1O)Nc1cnn(-c2cccc(C(=O)Nc3ccc(N4CCOCC4)cc3)c2)c1 | -10.5 | 17.9
Cn1cnnc1-c1ccc(Nc2ncc(F)c(-c3cc(F)cc(N4CCOCC4)c3)n2)cc1 | 14.9 | 6.0

Assay outcomes from PubChem.
